# Assay outcomes deposited in PubChem by NCI.
# Growth percent in the NCI-60 one-dose screen (48 h, 10 µM unless noted): 100 = growth as untreated, 0 = no growth, -100 = all killed.
# UACC-257: UACC-257 melanoma | 78,000 compounds, 4.4% hits | AID 1794764
# SK-MEL-5: SK-MEL-5 melanoma | 80,000 compounds, 6.4% hits
# A549/ATCC: A549/ATCC NSCLC. 81,000 compounds, 3.7% hits
# UACC-62: UACC-62 melanoma; 81,000 compounds, 5.4% hits; AID 1794756
# EKVX: EKVX NSCLC. 71,000 compounds, 3% hits. AID 1794765
# M14: M14 melanoma. 80,000 compounds, 6.2% hits. AID 1794745
# MALME-3M: MALME-3M melanoma; 78,000 compounds, 5.8% hits
# SK-MEL-2: SK-MEL-2 melanoma. AID 1794763. 77,000 compounds, 4.7% hits
# Numbers without * were called inactive; . = not tested or not shown; & = joins results of further samples. The calls were made as follows: active = growth percent below 10; inactive = the rest.
# Screens in order – UACC-257	SK-MEL-5	A549/ATCC	UACC-62	EKVX	M14	MALME-3M	SK-MEL-2
CC1C/C(=C\c2ccc(N)cc2)C(=O)O1 (stereo unspecified)
 : 104	103	99	110	102	109	.	109
Cc1cc(N(CCCNc2ccnc3cc(Cl)ccc23)Cc2ccccn2)nc(N2CCOCC2)n1
 : 101	105	86	106	90	96	90	98
C/C(=C(\c1ccc(OCCN2CCOCC2)cc1)c1ccc(OC(=O)c2ccccc2)cc1)c1ccc(Cl)cc1
 : 96	89	91	93	104	96	98	93
COc1ccc(C(=O)CSc2nc(Nc3ccc(S(N)(=O)=O)cc3)c3ccccc3n2)cc1
 : 104	99	103	94	101	103	101	108
Cc1ccc(-n2nc(C(=O)NCC(=O)O)nc2-c2ccccc2)cc1
 : 104	90	99	106	93	106	104	118
c1ccc2[nH]c(Cc3nc4ccccc4[nH]3)nc2c1
 : 111	104	103	105	104	94	89	121
CC(C)N(CCOC(=O)Nc1ccccc1Cl)C(C)C
 : 99	97	98	96	100	99	104	104
CC(=O)N1N=C(c2ccc(Br)cc2)CC1c1ccc(Oc2ccc(Cl)cc2)cc1 (stereo unspecified)
 : 98	101	85	75	84	95	81	104
C=C(C)C(=O)OCCOCCOCCOC(=O)C(=C)C
 : 94	99	92	96	.	105	95	123
Cc1cc(OC(=O)c2ccc(Cl)cc2)nc2[nH]c(=O)sc12
 : 104	99	104	101	95	102	99	103
O=C(O)c1ccc2c(c1)CCC2
 : 105	108	104	113	117	101	106	96
CCOC(=O)C1CCCC12Nc1cccc3cccc(c13)N2 (stereo unspecified)
 : 100	89	104	78	88	103	.	98
NC(=S)Nc1ccc(O)cc1
 : 93	105	93	99	104	105	103	102
OCCOCCN(Cc1ccccn1)Cc1cc(I)cc(I)c1O
 : 104	94	89	95	88	81	88	87
CCOC(=O)c1c(C)[nH]c2ccc(NS(=O)(=O)c3ccc4c(c3)CN(C(=O)C(F)(F)F)CC4)cc2c1=O
 : 101	106	99	99	85	111	96	130
COc1ccc(CC(=O)NCCc2ccccc2)cc1OC
 : 97	99	98	101	99	105	106	96
Cc1ccc(S(=O)(=O)OC(C#N)c2ccccc2)cc1 (stereo unspecified)
 : 104	107	107	112	.	101	87	100
Clc1nc(Cl)c2[nH]cc(Cl)c2n1
 : 91	99	104	97	104	107	96	105
COc1ccc(/C=C2\SC(=Nc3cc(C)[nH]n3)NC2=O)cc1
 : 99	96	102	91	91	98	90	121
CCOC(=O)C(Cc1ccc(N)cc1)N1C(=O)c2ccccc2C1=O (stereo unspecified)
 : 91	99	90	98	.	105	109	.
O=C1/C(=C\c2ccc(F)cc2)Sc2c(F)cccc21
 : 95	102	92	92	93	96	108	92
Cc1nc(N=C(N)N)nc2ccccc12
 : 85	72	93	105	89	102	42	.
O=C(O)c1cc(C(Cl)C(Cl)(Cl)Cl)ccc1O (stereo unspecified)
 : 100	104	97	93	104	109	106	94
Nc1nc(NC2CCCC2)nc(Oc2ccc(Cl)cc2)n1
 : 89	99	101	107	.	103	98	106
Cc1ccc(-c2c3c(N)c4c(nc3nc3c2c(C)nn3-c2ccccc2)CCCCC4)cc1
 : 85	99	87	99	.	105	118	94
O=C1C=CC(=O)C2CC=CCC12 (stereo unspecified)
 : 93	104	106	95	106	102	137	108
COC(=O)c1c2c(c(C)[n+]([O-])c1C)C(=O)C(NCc1ccc(OC)cc1)=CC2=O
 : -48*	-53*	4.4*	-28*	55	13	-93*	62
C=C1CCC2C3(C)COC(c4cccs4)OC3CCC2(C)C1C/C=C1/C(=O)CCC1OC(C)=O (stereo unspecified)
 : 101	97	91	84	99	91	96	102
CCSc1nc(-c2cccs2)n2nc(-c3cccs3)cc2n1
 : 104	81	.	110	68	111	104	115
Cc1sc2nc(COC(=O)c3cc(=O)c4ccccc4o3)[nH]c(=O)c2c1C
 : .	90	103	104	111	104	94	70
COc1cc2c(cc1-c1c(C)noc1C)ncc1nc(C3CCCCC3)n([C@H](C)COC(F)F)c12
 : 31	.	33	23	44	40	69	69
Cc1ccc(NC(=O)N2CCCCC2)cc1[N+](=O)[O-]
 : -0.1*	103	39	87	.	91	.	119
CC(C)(C)C1CCC(C(=O)O)CC1 (stereo unspecified)
 : 101	108	104	102	88	95	.	.
NC(=O)N1N=C(c2cc3ccccc3oc2=O)CC1c1cn(-c2ccccc2)nc1-c1ccc(Cl)cc1 (stereo unspecified)
 : 59	19	30	39	24	44	70	72
N=c1ccn2c(n1)OC1C(O)C(CO)OC12 (stereo unspecified)
 : 55	46	16	44	85	-25*	44	46
c1cc[n+](OCc2ccccc2CO[n+]2ccccc2)cc1
 : 102	102	94	104	.	104	94	114
COc1cc(NC(=O)c2cncnc2Nc2ccc3c(ccn3Cc3ccccn3)c2)cc(OC)c1
 : 68	35	54	58	68	36	45	45
CC(C)(C)c1cc(=O)[nH]c(SCC(=O)NCCc2ccc(S(N)(=O)=O)cc2)n1
 : 113	101	109	93	92	109	91	110
N#CC1=C(N)Oc2c(c(=O)[nH]c3ccc(Cl)cc23)C12C(=O)c1ccccc1C2=O
 : 101	96	94	89	95	98	95	115
C[C@H]1[C@@H]2[C@H]3CC[C@@H]4[C@@]5(C)Cc6c([nH]c7ccccc67)C(C)(C)[C@@H]5CC[C@@]4(C)[C@]3(C)CC[C@]23CO[C@]1(C)[C@@H](C(=O)/C=C/c1cccnc1)C3
 : 89	54	71	54	97	77	92	105
COc1cccc(-c2nn(C(C)(C)C)cc2-c2ccnc(NCCNS(=O)(=O)c3cccc4ccccc34)c2)c1
 : 105	101	103	101	96	98	96	98
CS(=O)(=O)c1ccc(-c2[nH]c3ccccc3c2/C=N/N=C(N)N)cc1
 : 103	101	98	92	101	104	107	103
C=C(CC(Cl)(Cl)Cl)c1ccc(C)cc1
 : 104	101	101	110	.	102	88	.
O=C1CCCCCCCCCCCCCC1
 : 100	103	97	102	.	97	99	90
O=C(O)/C(=C\c1cc2c(cc1[N+](=O)[O-])OCO2)c1cc2c(cc1Br)OCO2
 : 101	99	99	93	98	119	112	109
Cc1ccccc1NC(=S)Nc1ccccc1
 : 115	100	101	95	92	93	85	105
O=NN(CCF)C(=O)N[C@H]1CCCC[C@H]1O
 : 106	102	116	107	.	97	94	.
O=C1/C(=C/c2ccc(Cl)cc2)Sc2ccc(F)cc21
 : 105	95	103	83	84	104	83	96
C[C@]12O[C@H]1CC[C@H]1[C@@]2(C)CC[C@]2(O)C(=O)O[C@H](c3ccoc3)C[C@]12C
 : 85	104	74	98	97	101	105	91
CC(C)=Cc1cc(-c2cc(C=C(C)C)nc(N)n2)nc(N)n1
 : 91	100	100	98	94	104	98	124
CC(=O)c1cc(C(C)=O)c2ccccc2c1O
 : .	108	99	94	96	104	98	109
O=C(Nc1ccc(NCCN2CCOCC2)nc1)c1cccc(C(F)(F)F)c1
 : 100	92	103	96	91	107	105	105
CC1=CC(C)(C)NC(=S)N1c1ccc(Cl)cc1
 : 105&99	103&100	104&98	85&95	106&91	95&102	100	94&101
CN1CC[C@@H](c2c(O)cc(O)c3c(=O)cc(-c4ccccc4Cl)oc23)[C@@H](O)C1
 : 16	-39*	14	-49*	9.7*	-59*	-69*	-41*
N[C@H](CC/[N+]([O-])=N/O)C(=O)O
 : 104	106	102	101	106	104	98	99
O=C1N[C@@H](Cc2c[nH]c3ccccc23)C(=O)N(Cc2ccco2)[C@H]1Cc1ccccc1
 : 80	100	79	92	101	91	86	86
CC1(C)CCC(C)(C)C2CC3C(CC21)C(C)(C)CCC3(C)C (stereo unspecified)
 : 95	108	108	96	127	113	144	114
O=C(Nc1cccc(Cl)c1)c1cc([N+](=O)[O-])ccc1O
 : .	17	67	18	60	55	22	5.3*
COc1ccc(-n2c(SCc3nnc(NC(=O)c4ccc(Br)cc4)s3)nc3cc(OC)c(OC)cc3c2=O)cc1
 : 101	92	102	91	91	93	92	.
CCN1CCN(CC(=O)Nc2nc3ccc(NCc4ccc(OC)cc4)cc3s2)CC1
 : 106	93	100	74	90	78	78	111

# Just SK-MEL-5, for some of the entries so far:
Structure	SK-MEL-5
C[C@]12O[C@H]1CC[C@H]1[C@@]2(C)CC[C@]2(O)C(=O)O[C@H](c3ccoc3)C[C@]12C	104
CC(C)=Cc1cc(-c2cc(C=C(C)C)nc(N)n2)nc(N)n1	100
CC(=O)c1cc(C(C)=O)c2ccccc2c1O	108
O=C(Nc1ccc(NCCN2CCOCC2)nc1)c1cccc(C(F)(F)F)c1	92
CC1=CC(C)(C)NC(=S)N1c1ccc(Cl)cc1	103&100
CN1CC[C@@H](c2c(O)cc(O)c3c(=O)cc(-c4ccccc4Cl)oc23)[C@@H](O)C1	-39*

# Following part.
# Screens in order – UACC-257	SK-MEL-5	A549/ATCC	UACC-62	EKVX	M14	MALME-3M	SK-MEL-2
Cc1nc(-c2nc(-c3ccccc3)c(-c3ccccc3)[nH]2)sc1C
 : 109	99	103	84	95	98	104	98
CCCCNc1cc(-c2cn[nH]c2-c2cc(C)cc(OC)c2)nc(-c2cccnc2)n1
 : 110	77	94	80	88	99	100	115
CCOC(=O)C1=C(C)OC(N)=C(C#N)C1c1cc2ccccc2n2nnnc12 (stereo unspecified)
 : 96	109	96	89	114	73	109	99
O=[N+]([O-])c1cc(Cl)ccc1-n1cc(COc2ncnc3c2cnn3-c2ccccc2)nn1
 : 98	100	96	92	105	103	104	103
Cc1c2n(c3ccccc13)Cc1cnnn1C(C(=O)c1ccc(O)cc1)=C2
 : 105	96	93	82	91	95	97	102
CC(C)(C)[Si](C)(C)OC1[C@@H](COC(=O)NC(=O)CCl)O[C@@H](n2cnc3c(N)ncnc32)[C@H]1O[Si](C)(C)C(C)(C)C (stereo partly specified)
 : .	61	63	75	.	18	-57*	.
O=[N+]([O-])Cc1c2ccccc2nc2ccccc12
 : 101	101	102	97	99	103	101	102
COC(=O)c1ccccc1NC1=C(Cl)C(=O)c2nc(C)ccc2C1=O
 : 90	98	98	97	88	104	106	101
O=C(Nc1nc2ccc(C(=O)N3CCN(c4ccc(Cl)c(Cl)c4)CC3)cc2s1)c1ccc(NCCc2ccccc2)c([N+](=O)[O-])c1
 : 99	88	98	78	95	99	87	104
CCN1CCN(c2nc(C)cc(NCc3cc(Nc4ccnc5cc(Cl)ccc45)ccc3F)n2)CC1
 : -58*	-96*	28	-50*	49	-84*	-69*	-50*
O=C(CNc1nc(-c2cccc([N+](=O)[O-])c2)cs1)Nc1ccc([N+](=O)[O-])cc1Cl
 : 107	103	98	96	97	.	112	106
CCCCCCCCCCOC(=O)c1ccc(OC)cc1
 : .	101	67	103	102	107	112	101
Cc1cc(C)n(-c2nc3ccccc3[nH]c2=O)n1
 : 104	95	96	95	91	100	92	106
Fc1ccccc1N=Cc1ccc(C=Nc2ccccc2F)cc1
 : 93	74	96	91	101	91	93	112

# Structures listed so far with a tert-butyl group (4):
# Screens in order – UACC-257	SK-MEL-5	A549/ATCC	UACC-62	EKVX	M14	MALME-3M	SK-MEL-2
CC(C)(C)C1CCC(C(=O)O)CC1 (stereo unspecified)
 : 101	108	104	102	88	95	.	.
CC(C)(C)c1cc(=O)[nH]c(SCC(=O)NCCc2ccc(S(N)(=O)=O)cc2)n1
 : 113	101	109	93	92	109	91	110
COc1cccc(-c2nn(C(C)(C)C)cc2-c2ccnc(NCCNS(=O)(=O)c3cccc4ccccc34)c2)c1
 : 105	101	103	101	96	98	96	98
CC(C)(C)[Si](C)(C)OC1[C@@H](COC(=O)NC(=O)CCl)O[C@@H](n2cnc3c(N)ncnc32)[C@H]1O[Si](C)(C)C(C)(C)C (stereo partly specified)
 : .	61	63	75	.	18	-57*	.
